# Pf gametocyte: late stage P. falciparum gametocyte viability inhibitors, primary screen, ATP luminescence, HTS; 150,000 tested, 0.065% active; AID 743093, 2013; inhibition, % at 10.9 µM; P. falciparum stage V gametocytes, 24 h;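 active = inhibition above the mean plus 3 SD of compounds within the control limits, set per campaign, cut at about 38% in these data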;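 also: 0% = DMSO wells and 100% = medium only without gametocytes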
# Rac1 wt modul: wildtype Rac1 GTP binding modulators, primary screen, biochemical, GST-Rac1 beads, flow cytometry, multiplex | 190,000 tested, 0.27% active | fluorescent GTP binding; actives lie on both sides; 0 = cold GTP competed, 100 = untreated | Ras-related C3 botulinum toxin substrate 1 (Homo sapiens), P63000 | GTP binding activity (% of control), % at 10 µM;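 active = GTP binding activity at least 20 points away from the 100% control level, either lower or higher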
# Mcl1-Noxa inh: Mcl-1/Noxa binding inhibitors, primary screen, biochemical, TR-FRET, 1536-well | Induced myeloid leukemia cell differentiation protein Mcl-1 (Homo sapiens), Q07820 | TR-FRET Mcl-1/Noxa peptide binding, 2 h | inhibition, % at 21.7 µM | 220,000 tested, 1.5% active | AID 1022, 2008;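 active = compounds that cut the protein-peptide binding signal by more than 50% relative to plate controls in a single-dose test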;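 also: His-tagged Mcl-1 with rhodamine Noxa BH3 peptide and terbium anti-His antibody; 0% = Mcl-1 plus Noxa peptide wells and 100% = peptide-only wells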
# Target sequence (Q07820 whole entry, looked up): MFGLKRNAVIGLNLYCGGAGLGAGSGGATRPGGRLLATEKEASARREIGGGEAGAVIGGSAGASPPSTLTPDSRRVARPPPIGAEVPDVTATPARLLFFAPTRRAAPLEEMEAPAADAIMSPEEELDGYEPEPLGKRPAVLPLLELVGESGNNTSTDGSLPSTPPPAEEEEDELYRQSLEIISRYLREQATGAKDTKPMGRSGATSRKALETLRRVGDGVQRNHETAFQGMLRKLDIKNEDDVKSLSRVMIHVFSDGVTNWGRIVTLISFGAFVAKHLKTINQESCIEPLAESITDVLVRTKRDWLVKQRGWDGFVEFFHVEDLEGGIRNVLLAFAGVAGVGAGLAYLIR
# Avidin fluor: green autofluorescence of compounds with avidin beads – biophysical, 488/530 nm, flow cytometry, artefact control, profiling panel | compound fluorescence 488/530 nm; stronger effect = higher value | AID 1775, 2009 | fluorescence (KMESF) at 10 µM | 220,000 tested, 0.38% active; in the data active = fluorescence above about 47; also: inactives centre near 10
# Rac1 act GTP bind: GTP binding modulators of activated mutant Rac1, primary screen, biochemical, bead-based flow cytometry, multiplex, fluorescent GTP | Ras-related C3 botulinum toxin substrate 1 (Homo sapiens), P63000 | GST-Rac1 activated beads; actives lie on both sides; 100% means binding = to untreated wells | percent activity (GTP binding), % at 10 µM | 190,000 tested, 0.11% active | AID 764, 2007;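 active = GTP binding at least 20 percentage points away from the 100% baseline, in either direction, so actives lie on both sides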
# Mcl1 Bid PPI: Mcl-1/Bid binding inhibitors, primary screen, biochemical, TR-FRET, 1536-well; Induced myeloid leukemia cell differentiation protein Mcl-1 (Homo sapiens), Q07820; 220,000 tested, 0.97% active; AID 1021, 2008; TR-FRET Mcl-1/Bid-Dy647 peptide binding; inhibition, % at 21.7 µM;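 active = compounds that cut the binding signal by more than half at the single screening dose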;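 also: His-tagged Mcl-1 with europium anti-His antibody binding Bid BH3 peptide; 0% = Mcl-1 plus peptide wells and 100% = peptide-only wells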
# Rab7 wt GTP bind: modulators of GTP binding to Rab7, primary screen, biochemical, wildtype, multiplex bead flow cytometry | Rab7 GTPase wild type (dog), Bodipy-FL-GTP binding | GST-Rab7 beads, fluorescent GTP binding; actives lie on both sides; untreated = 100%, excess cold GTP = 0% | GTP binding activity (percent of control), % at 10 µM | 190,000 tested, 0.055% active | AID 758, 2007;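 active = fluorescent GTP binding to Rab7 beads changed by at least 20 points from the 100% baseline, either direction, mostly lower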;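 also: median green fluorescence of bound Bodipy-FL-GTP per Rab7 bead population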
# Cdc42 wt GTP: modulators of GTP binding to wildtype Cdc42, primary screen, biochemical, multiplex bead flow cytometry, Bodipy-GTP | AID 761, 2007 | 190,000 tested, 0.2% active | Cell division control protein 42 homolog (Homo sapiens), P60953 | GST-Cdc42 beads; actives lie on both sides | percent activity (GTP binding), % at 10 µM;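 active = percent activity GTP binding at least 20 points away from the 100% baseline, either down as inhibitor or up as activator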;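 also: median bead fluorescence of bound Bodipy-FL-GTP at 100 nM; 0% = excess unlabeled GTP control and 100% = no compound control; below 100% means less GTP binding so inhibitor and above means activator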
# Target sequence (P60953 whole entry, looked up): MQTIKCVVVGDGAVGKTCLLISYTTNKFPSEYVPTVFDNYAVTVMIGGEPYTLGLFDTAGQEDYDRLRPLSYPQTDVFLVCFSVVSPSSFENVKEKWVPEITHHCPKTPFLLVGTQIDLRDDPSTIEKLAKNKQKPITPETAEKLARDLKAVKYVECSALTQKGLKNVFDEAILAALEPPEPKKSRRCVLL
# Rab2 wt GTP: modulators of GTP binding to Rab2A wildtype, primary screen, biochemical, dog, bead-based flow cytometry, multiplex | 190,000 tested, 0.19% active | GTP binding activity, % at 10 µM | AID 760, 2007 | Ras-related protein Rab-2A (Canis lupus familiaris), P61105 | GST-Rab2 wt beads, Bodipy-GTP binding;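 active = GTP binding activity at least 20 points away from 100%, either lowered or raised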;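 also: 0% = beads with excess unlabeled GTP and 100% = no-compound control corrected for plate trend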
# HRas wt GTP bind: modulators of GTP binding to HRas wildtype, primary screen, biochemical, bead-based flow cytometry, multiplex; 190,000 tested, 0.14% active; AID 759, 2007; GTP binding activity, % at 10 µM; GST-Ras wt beads, Bodipy-FL-GTP binding; actives lie on both sides; GTPase HRas (Homo sapiens), P01112;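 active = GTP binding activity at least 20% away from the 100% baseline, either lowered as inhibitor or raised as activator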;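 also: 0% = unlabeled GTP competition control and 100% = no-compound control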
# Target sequence (P01112 whole entry, looked up): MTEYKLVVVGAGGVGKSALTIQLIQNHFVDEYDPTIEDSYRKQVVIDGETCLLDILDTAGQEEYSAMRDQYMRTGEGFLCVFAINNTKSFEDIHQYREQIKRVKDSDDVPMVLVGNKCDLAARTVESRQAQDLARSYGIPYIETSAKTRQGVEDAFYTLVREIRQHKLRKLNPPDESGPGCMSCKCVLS
# Mcl-1 Bim block: inhibitors of Bim peptide binding to Mcl-1, primary screen, biochemical, bead-based flow cytometry, multiplex; Bim peptide-Mcl-1 binding; inhibition, % at 10 µM; 190,000 tested, 0.1% active; in the data active = inhibition above about 40%;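 also: 0% = no compound tracer wells and 100% = peptide blocker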
# Starred values were filed as active, the others as inactive; nt = no result given; & = joins results of further samples; ! = a repeat was not active.
SMILES,Pf gametocyte,Rac1 wt modul,Mcl1-Noxa inh,Avidin fluor,Rac1 act GTP bind,Mcl1 Bid PPI,Rab7 wt GTP bind,Cdc42 wt GTP,Rab2 wt GTP,HRas wt GTP bind,Mcl-1 Bim block
Cc1[nH]c2ccccc2c1C(=O)CN1C(=O)NC2(CC(C)CC(C)(C)C2)C1=O (centres undefined),16,104,0,9,102,5,101,102,103,102,-3
CC(C)Sc1nc(N2CCOCC2)c2c3c(sc2n1)COC(C)(C)C3,-14,99,12,13,99,-5,103,99,102,102,-4
Cc1cc(C(=O)CSc2nnnn2C)c(C)n1C1CC1,12,99,4,12,96,-21,95,100,98,95,0
CC(C)Cn1c(=O)c(C(=O)Nc2cnccn2)c(O)c2ccccc21,nt,99,-10,6,98,-18,99,98,97,99,2
CC(=O)c1ccc(NC(=O)C2CCCN2S(=O)(=O)c2cccc3cccnc23)cc1 (centres undefined),nt,106,-13,5,102,-15,98,102,101,103,-2
NS(=O)(=O)c1cc(C(=O)OCC(=O)NC2CC2)ccc1Cl,9,104,13,15,100,-30,100,104,101,102,0
O=C(Nc1cccc2ncccc12)c1cccc(F)c1,nt,107,2,12,102,-6,98,103,101,102,2
CC1(C)CC(=O)C=C(NCc2ccccc2)C1,-2,93,11,12,90,-2,98,96,95,97,0
CC1CCN(S(=O)(=O)c2cccc(C(=O)Nc3ccccn3)c2)CC1,15,102,4,38,97,79*,101,101,101,100,-4
O=C(CSc1nc2ccccc2o1)Nc1ccccc1,-11,98,-9,25,96,-9,93,96,96,96,1
COc1ccc(OC)c(S(=O)(=O)Nc2ccc(O)c3ccccc23)c1,nt,100,51*,6,99,-20,98,102,98,98,0
O=S(=O)(NCc1cccnc1)c1cccc2nsnc12,-58,107,41,27,101,2,101,105,100,100,-3
O=C(N/N=C\c1cc([N+](=O)[O-])ccc1N1CCCC1)c1ccccn1,1,94,10,9,94,-22,102,93,97,96,0
Cc1nn(C)c(Cl)c1C(=O)NCC(=O)NCc1ccccc1,-20,100,22,9,97,0,98,100,99,100,0
CCC(Sc1nc(=O)cc(N)n1CCc1ccccc1)C(=O)Nc1ccccc1C#N (centres undefined),26,107,11,12,99,-44,99,105,103,101,0
Cc1ccc(NC(=O)C(=O)NCc2ccc(/C=C(/C#N)C(=O)NCc3cccnc3)o2)cc1,0,95,6,38,93,-12,96,95,93,95,-4
CC(Oc1ccccc1Cl)C(=O)/C=C/N(C)C (centres undefined),nt,106,-2,28,100,-8,104,102,102,103,-1
Cc1cc(NC(=O)CC#N)n(-c2ccccc2)n1,-23,100,7,11,95,-17,97,101,96,97,0
CCCCNC(=O)c1nc2ncc(Br)cn2n1,nt,100,12,35,100,-6,98,99,97,100,0
CCOC(=O)Cc1cnc(NC(=O)CSc2nc(C)cc(C)n2)s1,-1,100,-5,13,96,-8,106,96,101,98,-2
Cn1c(=O)c2c(nc(NCc3ccc4c(c3)OCO4)n2C)n(C)c1=O,nt,95,-3,17,94,-22,98,94,92,94,1
CCOC(=O)c1c(C)[nH]c(C)c1C(=O)CSc1nc2ccccc2n1CCOC,-20,99,9,27,97,1,98,103,97,97,-2
C=CCc1ccccc1OCCn1ccnc1,6,92,29,8,97,42,101,100,104,99,0
CC(C)CCN1CCN(Cc2ccc(C#CCCO)cc2)CC1CCO (centres undefined),1,97,14,3,95,-15,106,99,99,98,0
COC(=O)c1ccccc1NC(=O)C1CC(=O)N(c2ccccc2)C1 (centres undefined),13,112,4,6,103,2,103,108,106,106,2
SMILES,Pf gametocyte,Rac1 wt modul,Mcl1-Noxa inh,Avidin fluor,Rac1 act GTP bind,Mcl1 Bid PPI,Rab7 wt GTP bind,Cdc42 wt GTP,Rab2 wt GTP,HRas wt GTP bind,Mcl-1 Bim block
CC1=C(C#N)C2(O)C(=O)c3ccccc3C2(O)N1 (centres undefined),0,96,1,15,94,-22,101,99,99,96,0
COC(=O)C1=NN(C(=O)c2ccccc2)C(C)(O)C1 (centres undefined),nt,100,1,17,99,-12,99,101,98,101,0
O=C(CCc1nnc(Cc2ccc(-c3ccccc3)cc2)o1)NCCc1cccnc1,2,96,13,4,96,-12,103,97,99,99,0
N=c1c2c(-c3ccccc3)c(-c3ccccc3)n(Cc3ccccc3)c2ncn1CCCO,5,101,11,37,102,-4,100,104,100,102,-6
CC1/C(=N/O)C(CN(C)C)C2CC1C2(C)C (centres undefined),13,95,18,13,95,-4,99,96,99,98,-7
CC(N=Cc1nc(-c2ccccc2)oc1O)c1ccccc1 (centres undefined),11,104,-6,6,99,-43,102,97,100,99,-3
C=CCn1c(C2CC(=O)N(c3ccc(C)cc3)C2)nc2ccccc21 (centres undefined),9,101,-4,6,97,-9,99,100,96,98,0
CC(C)OC(=O)/C(=C\c1cccnc1)NC(=O)c1ccccc1,-15,103,-1,6,96,-5,96,95,97,96,-3
O=C(NCCCN1CCCCC1)C1CCC(=O)N1CCc1ccccc1 (centres undefined),nt,111,7,10,105,-6,108,108,108,108,0
Cc1cc(/C=C\c2ccccc2)nc2ccccc12,-7,98,10,9,97,-2,103,100,101,101,0
COCCN(C(=O)CNC(=O)c1cccs1)C(C(=O)NC(C)(C)C)c1ccccc1 (centres undefined),-21,100,-2,13,97,-9,104,98,99,100,3
COc1ccc2cc(S(=O)(=O)n3cnc(C)c3)ccc2c1,-19,96,16,10,94,-4,95,98,96,94,2
O=C(Nc1ccccc1)Nc1ccccn1,-12,108,1&13,68*!,103,-24&-2,101,105,102,103,0
O=C(CN1C(=O)/C(=C\C=C\c2ccccc2)SC1=S)Nc1ccc(F)cc1,nt,97,16,17,96,-1,97,100,92,94,1
Cc1ccccc1C(=O)NNC(=O)CCC(=O)Nc1cccc(Cl)c1C,15,101,11,7,99,-46,100,99,98,100,-11
COC(=O)c1ccc(NC(=O)CN(c2ccc(C)cc2)S(=O)(=O)c2c(C)nn(C)c2C)cc1,-15,97,14,5,96,-3,97,97,96,98,0
Cc1ccc(-n2nnc3ccccc3c2=O)cc1C,22,102,6,13,98,-21,96,101,97,103,-5
COc1cccc(NC(=O)C(OC(=O)c2ccccc2NS(=O)(=O)c2cccs2)c2ccccc2)c1 (centres undefined),8,100,8,21,97,-20,97,102,98,98,-5
CSc1ccc(C2C(C#N)=C(N)Oc3cc4c(cc32)OCO4)cc1 (centres undefined),-5,96,10,11,95,-24,96,97,96,96,0
Fc1ccc(-c2nc3c(-c4ccc(Cl)cc4)cnn3cc2CCN2CCOCC2)cc1,-4,97,0,9,94,-20,97,98,97,98,-3
O=C1CCC(=O)N1CCc1c[nH]c2ccccc12,12,97,-1,37,94,-36,100,97,95,99,-3
CC(C)c1ccc(N(CC(=O)O)S(=O)(=O)c2cccnc2)cc1,nt,96,5,7,95,13,94,96,99,97,-2
CC(=O)Nc1ccc(C(=O)OCc2ccccc2Br)cc1,21,93,6,9,93,-14,100,95,97,93,0
Cc1ccc2c(O)c(C)c(=O)[nH]c2n1,nt,97,0,12,95,-27,99,97,98,97,-1
Cc1ccc(S(=O)(=O)N2CCCOC2CNC(=O)C(=O)NCCc2c[nH]c3ccccc23)cc1 (centres undefined),nt,101,18,27,99,-37,101,100,95,98,-11
SMILES,Pf gametocyte,Rac1 wt modul,Mcl1-Noxa inh,Avidin fluor,Rac1 act GTP bind,Mcl1 Bid PPI,Rab7 wt GTP bind,Cdc42 wt GTP,Rab2 wt GTP,HRas wt GTP bind,Mcl-1 Bim block
CC(C)c1ccc(/C=C/C(=O)NCCCc2ccccc2)cc1,nt,99,-61,3,100,-30,98,98,99,98,-4
O=C(/C=C/c1ccc(Cl)cc1Cl)c1nc2ccccc2[nH]1,nt,96,8,17,97,24,101,96,95,97,3
CCOC(=O)c1[nH]c2ccccc2c1NC(=O)c1ccc(S(=O)(=O)N2CCOCC2)cc1,nt,105,12,nt,99,5,97,102,98,100,0
CCO[C@@H]1OC(C(=O)NCc2ccccc2)=C[C@H](c2coc3ccccc3c2=O)[C@H]1CCCO,-3,100,7,4,96,-5,100,95,98,97,-2
O=C(NCc1ccccc1)c1cccc(Br)n1,-1,108,-17,10,97,1,100,104,100,101,-2
O=C(O)c1cccnc1Cl,20,106,-1,6,103,-39,97,105,104,102,-18
Cc1ccc(S(=O)(=O)Cc2ccccc2Cl)cc1,9,105,4,19,101,-5,98,102,100,100,-7
CC(=O)Nc1cc(C(=O)OCC(=O)c2ccccc2)ccc1C,nt,105,8,3,98,-7,100,97,99,100,-6
COc1cc(OC)c(S(=O)(=O)Nc2ccc(C(=O)N3CCCC3)cc2)cc1NC(C)=O,0,95,0,9,96,-1,102,93,102,100,-2
O=C(NCc1cccs1)C(=O)NCC(c1ccco1)N1CCN(c2ccc(F)cc2)CC1 (centres undefined),8,98,15,8,93,-30,103,98,99,98,-2
Cc1c(Nc2nc(-c3ccccc3)cs2)c(=O)n(-c2ccccc2)n1C,25,97,7,21,98,-33,96,96,96,96,-2
O=C(NN1CCN(Cc2ccccc2)CC1)c1ccc(N2CCOCC2)c([N+](=O)[O-])c1,17,96,17,9,97,-7,92,97,97,93,1
COc1ccccc1-c1c(-c2ccc(OCC(=O)NN)cc2O)n[nH]c1C(F)(F)F,-18,106,0,11,98,-40,98,99,97,97,-4
COCCCNC(=S)Nc1ccc(CC(=O)O)cc1,nt,105,6,3,102,-64,97,101,100,101,-6
O=C1N(Cc2cccc(Cl)c2)C[C@@H]2C[C@@H](c3ccc4nonc4c3)N3CCC[C@@]123,15,104,6,6,98,-12,106,96,102,98,-1
CCOC(=O)C1CCN(CCC(=O)Nc2ccccc2Cl)CC1,nt,104,13,7,103,6,92,102,103,101,-3

# Screening results from PubChem.

# Not a hit list (roughly 2.7% active in at least one column).
